Source: PubChem BioAssay
HSF1 activator = increases HSF-1 driven luciferase reporter signal; NIH3T3-HGL HSF-1 luciferase reporter, MG132, 8 h; 100% = twice DMSO control signal; activation, % at 9 µM; 300,000 compounds, 1.7% hits;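 active = mean replicate activation of at least 50% with a set share of replicates each reaching 50%; inconclusive = only one of those two conditions met; inactive = mean below 50% and too few replicates reaching it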;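 note: 0% = median of the neutral control wells and 100% = twice that signal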
HSP90 refold inh = HSP90 refolding inhibition in rabbit reticulocyte lysate; luciferase refolding luminescence, 3 h; inhibition, % at 5.6 µM; 290,000 compounds, 0.91% hits; AID 1789;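 active = inhibition above the screen-wide mean plus 3 SD, computed separately per campaign, cut at about 16% in these data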;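 note: 0% = DMSO wells and 100% = 60 µM geldanamycin wells; inhibitors lower the luminescence because luciferase stays unfolded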
aSyn 5UTR inh = MLPCN primary screen, SNCA 5' untranslated region; alpha-synuclein 5'UTR reporter, inhibitor activity; inhibition, % (tested at 7.5 µM); 300,000 compounds, 0.82% hits; AID 1813; in the data active = inhibition above about 60%; inconclusive = no clear call, values can overlap the other calls;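 note: H4 neuroglioblastoma cells stably carrying SNCA 5'UTR luciferase fusion; 0% = DMSO wells and 100% = positive control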
IEC-6 tox = kills IEC-6 intestinal cells in KLF5 counter-screen; IEC-6 cytotoxicity, luminescence viability; inhibition, % at 5 µM; 290,000 compounds, 0.78% hits; in the data active = inhibition above about 22%;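 note: 0% = plate median of test compound wells and 100% = cytotoxic reference compound wells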
GSK3 alpha inh = inhibitors of human GSK-3 alpha kinase; P49840; ADP-Glo luminescence, 60 min; inhibition, % at 10 µM; 320,000 compounds, 0.1% hits; AID 2650;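 in the data active = inhibition above about 50%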;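 note: GST-tagged GSK-3 alpha with peptide substrate and 25 µM ATP; 0% = DMSO neutral wells and 100% = GW8510 positive control wells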
Target sequence (P49840 whole entry, looked up): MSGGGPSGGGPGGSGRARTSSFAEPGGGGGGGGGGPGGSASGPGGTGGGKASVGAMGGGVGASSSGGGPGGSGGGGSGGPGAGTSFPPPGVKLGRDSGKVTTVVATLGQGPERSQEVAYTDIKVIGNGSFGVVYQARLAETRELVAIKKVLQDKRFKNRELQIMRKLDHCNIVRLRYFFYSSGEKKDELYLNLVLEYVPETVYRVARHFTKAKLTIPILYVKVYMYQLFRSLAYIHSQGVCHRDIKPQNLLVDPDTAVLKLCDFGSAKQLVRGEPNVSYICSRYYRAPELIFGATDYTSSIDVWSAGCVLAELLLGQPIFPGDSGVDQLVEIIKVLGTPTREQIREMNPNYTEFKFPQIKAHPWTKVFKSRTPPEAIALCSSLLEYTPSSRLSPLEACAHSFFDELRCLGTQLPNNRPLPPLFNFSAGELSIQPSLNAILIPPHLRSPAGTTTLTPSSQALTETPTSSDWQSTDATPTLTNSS
GSK3beta inhib = inhibitors of human GSK3beta kinase; AID 2097; activity score (negative = inhibition), % at 10 µM; P49841; 300,000 compounds, 0.038% hits; GST-GSK3beta kinase, ADP-Glo luminescence, 60 min; hits give low values;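 active = more than half of replicate wells score below -50%, meaning over 50% inhibition versus plate controls; inconclusive = some replicates but at most half score below -50%; inactive = no replicate scores below -50%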;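 note: 0% = median DMSO wells and -100% = median GW8510 positive control wells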
Target sequence (P49841 whole entry, looked up): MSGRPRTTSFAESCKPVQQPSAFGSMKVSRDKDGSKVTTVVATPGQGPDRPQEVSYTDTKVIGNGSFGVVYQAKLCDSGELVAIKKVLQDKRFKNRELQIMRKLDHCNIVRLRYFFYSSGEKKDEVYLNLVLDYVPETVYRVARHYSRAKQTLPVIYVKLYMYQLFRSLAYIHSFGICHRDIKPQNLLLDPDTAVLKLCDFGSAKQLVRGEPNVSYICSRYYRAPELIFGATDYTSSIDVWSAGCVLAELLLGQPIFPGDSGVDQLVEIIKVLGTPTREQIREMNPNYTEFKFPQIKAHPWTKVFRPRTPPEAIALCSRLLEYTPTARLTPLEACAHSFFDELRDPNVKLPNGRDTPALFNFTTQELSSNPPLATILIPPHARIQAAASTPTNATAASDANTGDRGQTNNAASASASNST
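test system = GST-tagged human GSK3beta kinase, cell-free | reagent = 25 µM ATP with peptide substrate | dosing = one dose of 10 µM per compound | schedule = 60 min reaction, RT | detection = luminescent ADP-Glo measurement of ADP formed | control set = DMSO neutral wells and GW8510 at 20 µM as positive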
HSF1 inh = HSF1 inhibition; 300,000 compounds, 0.77% hits; NIH3T3-HGL HSE-luciferase, MG132-induced, luminescence 8 h; hits give low values; activity change, negative = inhibition, % at 7.5 µM (by protocol);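 active = more than half of replicate wells show activity change below -50%, luminescence cut by over half; inconclusive = some wells, but at most half, below -50%; inactive = no replicate well below -50%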;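 note: luciferase reports HSF-1 transcriptional activity via heat shock element; 0% = median of DMSO wells and -100% = zero luminescence signal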
DYRK1A inh = blocks rat Dyrk1A kinase activity; Q63470; ADP-Glo luminescence, NFATc1 peptide; inhibition, % at 12.5 µM; 310,000 compounds, 0.43% hits; AID 504441; in the data active = inhibition above about 50%;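 note: plate controls were vehicle with enzyme for no effect and no enzyme for full effect; many of its hits are not listed in these tables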
KLF5 inh = inhibitors of KLF5 expression | DLD-1 KLF5 promoter-luciferase reporter, luminescence | inhibition, % at 5 µM | 290,000 compounds, 0.23% hits | AID 1700;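 active = inhibition above a per-plate limit of that plate's mean compound inhibition plus 3 SD, cut at about 60% in these data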;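 note: 0% = DMSO wells and 100% = LY294002 at 200 µM; higher means less KLF5 promoter-driven luciferase light; inactives centre near -14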
Platelet DG rel = modulates dense granule release in human platelets; human platelet-rich plasma, SFLLRN dense granule ATP release, luminescence; inhibition, %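 (compounds screened at 7.5 µM in platelet-rich plasma)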; 300,000 compounds, 0.22% hits; AID 1663;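 active = mean replicate score, as percent of positive control, at or above 50; inconclusive = mean below 50 but at least one replicate at or above 50; inactive = mean and every replicate below 50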
* = called active by the depositor; ? = inconclusive; . = not tested or not shown; & = joins results of further samples.

SMILES	HSF1 activator	HSP90 refold inh	aSyn 5UTR inh	IEC-6 tox	GSK3 alpha inh	GSK3beta inhib	HSF1 inh	DYRK1A inh	KLF5 inh	Platelet DG rel
Fc1ccc(C2CC(c3cccs3)=NN2C(=S)Nc2ccccc2)cc1 (stereo not drawn)	16	3	1	-1	-1	0	2	3	-22	6
COc1cc(C2NC(=O)NC(C)=C2C(=O)Nc2cccc(C)c2C)cc(OC)c1OC (stereo not drawn)	-9	3	-1	5	1	-10	0	-7	-3	-2
CCC(C)n1c(SCc2ccc([N+](=O)[O-])cc2)nc2ccsc2c1=O (stereo not drawn)	17	0	6	0	.	1	7	7	-15	-4
COC(=O)CC1=NN(c2ccccc2)C(=O)C1	-12	1	23	-3	-4	1	-3	.	-34	-1
Cc1ccc(NC(=O)CN2C(=O)S/C(=C/c3ccncc3)C2=O)cc1	-11	6	-7	2	0	0	2	-11	-23	-6
COc1cccc(CC(=O)Nc2nccs2)c1	-1	-3	14	4	11	-7	0	6	-46	21
O=C(c1ccc(S(=O)(=O)N2CCCC2)cc1)N(c1ccc(F)cc1)C1C=CS(=O)(=O)C1 (stereo not drawn)	40	-2	12	-1	1	2	1	-5	6	5
COc1cc(C(=O)OCC(=O)N2CCCCC2C)ccc1OCc1c(C)noc1C (stereo not drawn)	-5	1	12	-7	-1	4	-8	3	-1	2
O=C(Nc1ccc(C(=O)O)cc1)/C(=C\c1ccc2c(c1)OCO2)NC(=O)c1ccc(Br)o1	-16	-1	9	1	-2	0	-5	1	3	4
CC(=O)Nc1ccc(C(=O)Nc2ccc(S(=O)(=O)Nc3nccc(C)n3)cc2)cc1	-20	-3	7	-8	-8	4	-22	15	-30	-2
O=C(CCc1ccccc1)N=C1SC2CS(=O)(=O)CC2N1Cc1ccccc1 (stereo not drawn)	7	-1	9	-1	-1	0	4	.	-15	-4
N/C(=N\c1nc2c(c(=O)[nH]1)CCCC2)Nc1ccc(Oc2ccccc2)cc1	.	1	40	-1	1	0	.	-1	24	-8
CC(=O)Nc1ccc(NC(=O)CSc2ncnc3c2cnn3Cc2ccccc2)cc1	4	-4	-10	-5	-1	-2	-1	.	-5	13
O=C(c1ccc2c3c(cccc13)CC2)N1CCOCC1	15	2	19	0	-6	1	-3	-7	-1	-26
COc1ccc(S(=O)(=O)N2CCC(NC(=O)c3cccnc3)CC2)cc1	34	2	-6	-1	1	-1	5	0	-10	-5

Limited to IEC-6 tox and aSyn 5UTR inh (3 entries from above):
Molecule | IEC-6 tox | aSyn 5UTR inh
O=C(c1ccc(S(=O)(=O)N2CCCC2)cc1)N(c1ccc(F)cc1)C1C=CS(=O)(=O)C1 (stereo not drawn) | -1 | 12
COc1cc(C(=O)OCC(=O)N2CCCCC2C)ccc1OCc1c(C)noc1C (stereo not drawn) | -7 | 12
O=C(Nc1ccc(C(=O)O)cc1)/C(=C\c1ccc2c(c1)OCO2)NC(=O)c1ccc(Br)o1 | 1 | 9

(more compounds)
SMILES	HSF1 activator	HSP90 refold inh	aSyn 5UTR inh	IEC-6 tox	GSK3 alpha inh	GSK3beta inhib	HSF1 inh	DYRK1A inh	KLF5 inh	Platelet DG rel
CC(/C=N/NC(=O)CSc1nnc(SCc2ccccc2)s1)=C\c1ccco1	17	0	-26	-1	-1	0	12	1	-2	-1
O=C(NCc1ccc(Cl)cc1)C1C2C=CC3(CN(Cc4cccnc4)C(=O)C13)O2 (stereo not drawn)	10	4	9	3	1	0	9	0	-1	-2
CCCn1c2ccccc2c2cnn(CC(=O)NCCCN3C(C)CCCC3C)c(=O)c21 (stereo not drawn)	-5	6	4	-1	0	-3	-5	2	-1	8
CCN(CC)C(=O)c1ccc(CS(=O)(=O)Cc2ccccc2)cc1	5	-3	1	-3	-1	3	-1	-3	-23	-3
Nc1nc(-c2ccccc2)nn1S(=O)(=O)c1ccccc1	1	0	1	-2	-2	5	0	-3	-15	11
Cc1ccccc1OCC(=O)NCC(=O)N/N=C/c1cccc([N+](=O)[O-])c1	-4	0	14	1	-1	2	-3	.	-10	2
FC(F)(F)c1cnc(COc2cc(Cl)cc(Cl)c2)c(Cl)c1	-2	8	-10	-1	0	2	-6	.	-4	13
Cc1onc(-c2ccccc2)c1-c1csc(COc2ccccc2)n1	3	1	0	0	-2	-2	1	3	4	5
Cc1cccc(N2C(=O)CC(N3CCC(c4nc5ccccc5[nH]4)CC3)C2=O)c1 (stereo not drawn)	-6	4	19	-1	-1	1	-3	2	-11	1
CCC(C)C(=O)Nc1nnc(SCC(=O)Nc2ccc(F)cc2)s1 (stereo not drawn)	1	0	16	8	0	1	-6	-1	-6	10
CCOC(=O)N1CCN(C(=O)c2ccccc2-c2ccccc2)CC1	-9	4	-34	40*	0	2	-8	-4	38	0
COc1cc(/C=N/NC(=O)c2ccc(O)cc2)ccc1OCC(=O)Nc1cccc([N+](=O)[O-])c1	?	-1	-82	-8	3	-3	24	-2	-82	8
CC(OC(=O)c1ccc(-c2ccc(O)cc2)cc1)C(=O)NC1CCCCC1C (stereo not drawn)	-2	.	-6	.	0	.	0	-3	.	-1
COc1cccc(C2C(C#N)=C(C)NC3=C2C(=O)CC(C)(C)C3)c1 (stereo not drawn)	10	0	1	-5	-3	0	9	-6	-13	8
O=C(O)c1cnc(-c2ccccc2)nc1Sc1ccc(Cl)cc1Cl	18	1	6	-1	-2	5	-1	2	-34	1
C=CCOc1ccc(/C=C/C(=O)OCC(=O)N(C)C2CCS(=O)(=O)C2)cc1 (stereo not drawn)	10	0	-14	0	-1	-2	9	4	-8	-6
S=c1[nH]nc([C@@H]2C[C@H]2c2ccccc2)n1-c1ccccc1Cl	8	14	5	-5	11	-4	-1	4	-11	-6
COc1ccc(NC(=O)CSc2nc3ccc(OC)cc3[nH]2)cc1	-6	0	4	9	3	-3	5	6	-23	-4
COc1ccc(/C=C/C(=O)Oc2cc(C)[nH]c(=O)c2[N+](=O)[O-])cc1OC	-3	1	-8	3	-2	-4	1	3	-39	1
Cc1ccc[n+](CC(=O)c2ccccc2)c1	13	-2	7	-5	-2	6	-2	.	-11	-9
Cc1ccc(NC(=O)CSc2nnc(CNC(=O)c3ccco3)n2C)c(C)c1	16	.	-18	.	2	-6	-1	7	.	-3
COc1ccc(C(=O)/C=C/c2ccc(OC3CSC3)cc2)cc1OC	6	-4	8	-5	-1	-2	-6	2	-18	24
CCOc1ccc(S(=O)(=O)N2CCOCC2)cc1NC(=O)CN1C(=O)NC2(CCCC2)C1=O	2	.	-9	.	-4	3	-5	-1	.	2
N=c1n(CC(=O)c2ccc([N+](=O)[O-])cc2)c2ccccc2n1Cc1ccccc1Cl	.	13	.	-1	0	.	.	-1	0	.
CC(=O)c1c(C)[nH]c(C(=O)NCCc2ccc(Cl)cc2)c1C	28	-3	-47	-5	-1	1	16	7	-2	10
OC1(c2ccccc2)C/C(=N\n2cnnc2)C=C1c1ccccc1 (stereo not drawn)	-9	-2	16	1	1	5	-8	-2	12	3
CCOc1ccc(NC(=O)C(C)Oc2ccccc2C(=O)Nc2cccc(Cl)c2Cl)cc1 (stereo not drawn)	4	1	7	-1	-2	1	-5	-3	11	-2
CSCC[C@H](NC(=O)OC(C)(C)C)C(=O)N1CCC(C(=O)NCC(=O)Nc2ccc(C)cc2)CC1	3	-3	15	-6	-4	0	-2	3	-17	3
O=C(NC1CCCCCC1)c1cccc(COCC(F)(F)F)c1	-5	-5	-56	2	-1	-1	-3	2	-16	3
CC1CCN(C(=S)NC(=O)c2cccc([N+](=O)[O-])c2)CC1	-4	4	9	11	-1	0	-3	-9	-5	-4
Cc1csc(=Nc2ccc(S(=O)(=O)N3CCOCC3)cc2)n1Cc1ccco1	5	2	-16	-1	0	2	4	-5&8	0	2
CC(CCc1ccccc1)NC(=O)CSc1nc(N)cc(N)n1 (stereo not drawn)	20	1	-1	-2	-6	-3	19	-3	5	-1
CCCCCC1CCC(c2nnc(SCC(C)=O)o2)CC1 (stereo not drawn)	-6	0	0	2	-2	0	-4	4	-8	-3
CC(C)Cc1cc(C(=O)N2CCCC(CO)(Cc3ccc(F)cc3)C2)no1 (stereo not drawn)	16	-1	-57	-3	-1	0	12	.	-15	-10
CCOC(=O)c1ccc(S(=O)(=O)NC2CC2)cc1	4	-2	-3	-7	-1	.	-6	3	7	2
Cc1ccc(-c2noc(C3CCN(S(C)(=O)=O)CC3)n2)o1	12	-1	-67	-1	-4	5	7	-7	-31	7
CCCCCc1nc2c(c(=O)c3ccccc3n2C)c(=O)n1Cc1ccc(OC)cc1	-9	1	6	-4	1	3	-1	-3	-27	16
CCc1nnc(NC(=O)CSc2nnc(C(C)NC(=O)c3ccccc3)n2C)s1 (stereo not drawn)	-17	-2	-3	5	-2	0	-7	-4	-11	-2
CC1Cn2c(CCc3ccccc3)nnc2S1 (stereo not drawn)	-2	-1	5	2	-1	1	1	4	-29	3
COc1ccc(CN(C(=O)c2ccccc2OC)C2CCS(=O)(=O)C2)cc1 (stereo not drawn)	1	5	12	-5	0	2	-3	-2	-10	-5
Cc1nn(Cc2ccccc2)c(C)c1/C=N/NC(=O)c1ccncc1	0	0	-9	1	0	0	-1	-2	-12	-3
O=C(OCC(=O)N1CCOCC1)c1cccc(F)c1	31	0	-87	-4	2	-1	7	-7	-82	-5
COc1cc(CNn2nnnc2N)ccc1OCc1c(Cl)cccc1Cl	4	0	-3	1	-1	1	5	3	-15	3
CN(Cc1ccccc1F)c1nc(-c2cccs2)nc2ccccc12	21	-1	3	-6	-2	1	2	2	-20	1
COc1ccc(N2CCN(C(=O)c3cn(C4CCCC4)c(=O)c4c3c3ccccc3n4C)CC2)cc1	28	5	10	-1	-1	-2	9	-2	-35	-6
COc1ccc(CCNCC(O)COc2cccc(Br)c2)cc1OC (stereo not drawn)	2	2	20	-2	-5	-2	5	-6	3	4
Cc1ccc(C(=O)OCC(=O)NNC(=O)COc2ccc(Cl)cc2)c(O)c1	-19	.	3	.	1	-6	-5	5	.	-5
COc1ccc(/C=C2/SC(=O)N(CCNC(=O)C3COc4ccccc4O3)C2=O)cc1 (stereo not drawn)	?	3	-61	1	-2	-2	19	2	-21	-14
Cc1ccc(NC(=O)CCCCCC2NC(=O)NC2C)cc1 (stereo not drawn)	-4	1	0	1	-2	0	-8	-8	-21	-9
CC(NC(=O)c1cccc(OC2CCN(C3CCN(C)CC3)CC2)c1)c1ccccc1 (stereo not drawn)	-3	-3	-11	0	-1	3	-3	3	-17	2
O=C(NCCc1ccccn1)c1ccc2nc(Cc3ccccc3F)oc2c1	33	2	-111	-2	0	2	14	0	-171	5
CCOC(=O)C1CCN(C(=O)Cn2nc(CC)n3cccc3c2=O)CC1	-1	-1	-12	-1	-2	4	-6	-1	-24	-7
CCOc1cc(CN2CCN(C(=O)CC(C)C)CC2)ccc1OC	-6	3	-4	-1	-3	3	-7	-5	-33	-2

These rows are one share of the data; count on the stated rates, not on these rows.
